Compound activity: PubChem BioAssay, National Center for Advancing Translational Sciences (NCATS)
Lipid storage S3: qHTS Assay for Lipid Storage Modulators in Drosophila S3 Cells; Drosophila S3 cells, BODIPY lipid droplet fluorescence, 18-24 h; cells fed with added oleic acid; 320,000 compounds, 0.64% hits; lipid storage change, negative = inhibition, % at the top dose, mostly 46.1 µM; hits show Potency in µM; active = well fitted inhibition curve with a large enough effect in the signal ratio, with a control signal flat, not every such curve was filed as active; inconclusive = small, poorly fitted or top-dose-only effect, or effect the other way, or a change in a side signal; the % refers to the signal ratio
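Drosophila S3 cells got compounds at several concentrations plus oleic acid (400 uM solution). Laser-scanning cytometry with 488 nm excitation read lipid droplets at 500-530 nm and cells at 575-640 nm. Percent activity was relative to 20 uM Triacsin C.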
Lipid storage S3 cell count max: also measured in Lipid storage S3; calls as there; cell number change, %; measured here: cell count max response;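 cells counted by Cell Tracker Red CMTPX staining in the red channel; peak over a dose series mostly up to 46.1 µM; percent activity relative to internal control wells on each plate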
* hit, by the source's call; i = inactive; ? = inconclusive; · = no result given. % is set by controls: 0 for no effect and ±100 for the full control effect; potency is the fitted concentration of half-maximal effect.

The line under a structure holds: Lipid storage S3, Lipid storage S3 cell count max
> CCOc1ccc(S(=O)(=O)NCCC(=O)NCc2ccc(OC)c(OC)c2)cc1
  26%, -11
> Cc1ccc2cc(C(c3nnnn3C3CCCC3)N3CCOCC3)c(=O)[nH]c2c1C (configuration not stated)
  ?, ·
> CCn1ncc(Br)c1C(=O)Nc1ccn(C23CC4CC(CC(C4)C2)C3)n1
  -1%, -20
> COc1ccc(OC)c(/C=N/NC(=O)c2[nH]nc3c2CCc2ccccc2-3)c1
  -14%, 9
> COc1cc(OC)cc(C(=O)NC(C(=O)OCn2nnc3ccccc3c2=O)C(C)C)c1 (configuration not stated)
  ?, ·
> Cc1ccn2c(CNC(C)CCn3cccn3)c(C(=O)N3CCCCCC3)nc2c1 (configuration not stated)
  18%, 4
> CCOC(=O)c1snc2c(=O)[nH]cnc12
  ?, ·
> CCn1cc(C(=O)NCCc2ccc(OC)c(OC)c2)c(=O)c2cc(S(=O)(=O)N3CCOCC3)ccc21
  i, 5
> COc1cccc(CN(C)C(=O)c2ccc(NS(=O)(=O)c3ccc4[nH]c(=O)[nH]c4c3)cc2)c1OC
  -7%, -10
> CC(NC(=O)c1ccc(CS(=O)(=O)Cc2ccccc2F)o1)c1ccc2c(c1)OCCO2 (configuration not stated)
  -1%, 4
> Cc1ccc2c(c1)N(CC(=O)N1CCCC(C)C1)C(=O)CO2 (configuration not stated)
  ?, ·
> COC(=O)c1ccc(CSc2ccc3nnc(-c4cccc(F)c4)n3n2)o1
  i, ·
> N#CC1=C(N)NC(SCc2ccc(Cl)cc2)=C(C#N)C12CCCCC2
  ?, ·
> O=C(COc1cccc2c1CCN(Cc1ccc(Br)cc1)C2=O)N1CCOCC1
  ?, ·
> CCOC(=O)N1CCN(C(=O)COc2ccc3c(c2)C(=O)CC(C)(C)O3)CC1
  -2%, -1
> CN1CCN(NC(=O)c2ccc(Cl)c([N+](=O)[O-])c2)CC1
  ?, ·
> COc1ccc(NC(=S)N(Cc2ccccn2)Cc2ccccc2Cl)cc1
  9%, 17
> NS(=O)(=O)c1ccc(CCNC(=O)CSc2nc3ccsc3c(=O)n2CCCCC(=O)O)cc1
  2%, 12
> Cc1c(Cl)c([N+](=O)[O-])nn1CCCC(=O)O
  ?, ·
> Cc1ccc2nc(SCC(=O)c3ccc(O)cc3O)[nH]c2c1
  ?, ·
> C/C(=N\Nc1ccc(C(=O)O)cc1)c1ccc(Br)cc1
  ?, ·
> CCCN(CC(=O)Nc1ccccc1C)C(=O)C1CC(=O)N(c2ccc(CC)cc2)C1 (configuration not stated)
  ?, ·
> CCOc1ccc2nc(SCC(=O)N(CC(C)C)c3c(N)n(Cc4ccccc4)c(=O)[nH]c3=O)[nH]c2c1
  ?, ·
> CCOc1ccccc1NC(=O)Cn1c(=O)c2ccccc2n(CC)c1=O
  12%, 0
> CC(OC(=O)c1ccc(Cl)nc1)C(=O)Nc1ccc(S(=O)(=O)N2CCCC2)cc1 (configuration not stated)
  ?, ·
> Cc1ccc(S(=O)(=O)N2CCCC2)cc1S(=O)(=O)N1CCCC1
  -28%, -54
> CC(=O)Nc1nc2ccccc2n1Cc1ccc(C)cc1
  1%, -16
> COC(=O)c1ccc(C)c(-n2c(C)cc(C=O)c2C)c1
  -23%, -3
> Cc1cc(C)c(NC(=O)CN(C2CCCCC2)C2CCCCC2)c(C)c1
  ?, ·
> Cc1[nH]n(-c2ccccc2)c(=O)c1C(c1ccccc1C(=O)O)c1c(C)[nH]n(-c2ccccc2)c1=O
  ?, ·
> COc1cccc(CN(C)C(=O)c2cccc(S(=O)(=O)N3CCN(Cc4ccccc4)CC3)c2)c1OC
  ?, ·
> O=C(c1ccc([N+](=O)[O-])s1)N1CCN(c2ccccc2)CC1
  24%, -24
> Cc1c(NC(=O)CSCc2ccco2)c(=O)n(-c2ccccc2)n1C
  i, 5
> CCn1c(C)nc2cc(S(=O)(=O)N3CCCCC3)ccc21
  i, 6
> O=C(Nc1ccc(Br)cc1)C1Cc2ccccc2O/C1=N\O (configuration not stated)
  -6%, 17
> Cc1nc(N2CCOCC2)c(C#N)c2c1COC(C)(C)C2
  4%, 11
> COC(c1ccccc1)c1nnc(CCC(=O)NCCCc2ccccc2)o1 (configuration not stated)
  ?, ·
> Cc1ccccc1S(=O)(=O)c1c(C)cc(-c2ccccc2)[nH]c1=O
  1%, 1
> CCC/C=N/Nc1nnc(Cc2ccccc2)c(=O)[nH]1
  4%, 14
> CCC(=O)n1nc(-c2ccco2)nc1N
  11%, 9

Shown as tab-separated lines: part of the list above
SMILES	Lipid storage S3	Lipid storage S3 cell count max
CCC/C=N/Nc1nnc(Cc2ccccc2)c(=O)[nH]1	4%	14
CCC(=O)n1nc(-c2ccco2)nc1N	11%	9

Next part:
The line under a structure holds: Lipid storage S3, Lipid storage S3 cell count max
> O=C(CNC(=O)C1CCCCC1)OCC(=O)c1ccc(Cl)s1
  2%, 21
> CCCCN(C)CCNC(=O)Cn1ncc2c(=O)oc3ccc(C)cc3c21
  ?, ·
> Cc1ccccc1NC(=O)C(=O)NCCCN1CCCC1=O
  i, -25
> COC(=O)c1cc2ccsc2n1CC(=O)Nc1cc(Cl)ccc1OC
  ?, ·
> Clc1cccc(-c2nnc(-c3ccno3)o2)c1
  ?, ·
> CCC(Oc1ccccc1)C(=O)Nc1nnc(S(=O)(=O)Nc2ccccc2)s1 (configuration not stated)
  ?, ·
> CCCOc1ccc(C(=O)NNC(=S)NC(=O)c2ccccc2[N+](=O)[O-])cc1
  ?, ·
> Cc1ccc2[nH]c(=O)c(CN(Cc3cccs3)S(=O)(=O)c3ccc4c(c3)OCCO4)cc2c1
  ?, ·
> CC1CC(C)CN(S(=O)(=O)c2ccc3c(c2)CC(C)N3C(=O)C2CC2)C1 (configuration not stated)
  6%, 4
> CCCCNC(=O)CNC(=O)c1cccs1
  i, -25
> Cc1ccc(NC(=S)N(CCCN2CCOCC2)Cc2ccco2)cc1Cl
  16%, ·
> Cc1onc(-c2c(F)cccc2Cl)c1-c1nnc(-c2ccc(C(F)(F)F)cc2)o1
  -18%, -7
> Cc1ccc(C(=O)CSc2nc(-c3ccccc3)cc(=O)[nH]2)cc1
  24%, 5
> O=C(CSc1nc(=O)n(CCCN2CCOCC2)c2c1CCCC2)Nc1cccc([N+](=O)[O-])c1
  ?, ·
> CCCCCN1CC(O)=C(c2ccccc2)C1=N
  ?, ·
> CC(C)n1cc(NC(=O)c2cc(-c3ccccc3)on2)cn1
  ?, ·
> Cc1ccc(N(C(=O)C(F)(F)F)C(C(=O)NC2CCCCC2)c2cccs2)cc1 (configuration not stated)
  ?, ·
> CCOC(=O)CCNC(=O)N1CCCC(C(=O)c2cccc(Cl)c2)C1 (configuration not stated)
  ?, ·
> Cc1ccc(S(=O)(=O)NCCSC(C)(C)C)cc1
  -8%, -15
> COc1ccc(C2/C(=C(/O)c3ccccc3)C(=O)C(=O)N2CCCN2CCOCC2)cc1 (configuration not stated)
  ?, ·
> CCOC(=O)C(Cc1ccccc1)NC(C)=O (configuration not stated)
  ?, ·
> COc1cccc(Nc2ncc(C(=O)O)c3ccccc23)c1
  -11%, -20
> O=C(CSCc1ccco1)c1cccs1
  ?, ·
> COCC(C)NC(=O)C1c2ccccc2Oc2ccccc21 (configuration not stated)
  -4%, 11
> O=C(c1ccc(SCc2cccc(Br)c2)c([N+](=O)[O-])c1)N1CCN(c2ccccn2)CC1
  3%, 19
> COc1ccccc1NC(=O)CCS(=O)(=O)c1cc2c(cc1Cl)NC(=O)CO2
  ?, ·
> CCOCCn1c(CN(Cc2ccccc2)Cc2ccccc2)nc2c1c(=O)[nH]c(=O)n2C
  -16%, 14
> Cc1ccc(NC(=O)CSCC(=O)Nc2ccc(S(=O)(=O)N3CCCC3)cc2)cc1
  i, -6
> O=C1C2C3C=CC(C3)C2C(=O)N1c1ccc2c(c1)OCO2 (configuration not stated)
  2%, 11
> CC1=C(C(N)=O)C(c2ccc(Cl)c(Cl)c2)n2ncnc2N1 (configuration not stated)
  i, ·
> O=C(/C=C/c1ccc2c(c1)OCO2)Nc1nc2ccccc2s1
  6%, 17
> COc1ccccc1NC(=O)c1ccc(NC(=O)COC(=O)C2(C)CC2(Cl)Cl)cc1 (configuration not stated)
  ?, ·
> C/C(=N\NC(=O)C1(C)CC1(Br)Br)c1ccc(NC(=O)C2CCC2)cc1 (configuration not stated)
  ?, ·
> CCNc1nc(NC(C)C)nc(Oc2ccc(/C=N/O)cc2)n1
  ?, ·
> Cc1ccccc1/C=N/NC(=O)c1cccnc1
  ?, ·
> Cc1cccc(NC(=S)N(Cc2ccc(Br)cc2)Cc2ccc(C(=O)O)cc2)c1
  11%, 8
> CCCC(CCC(=O)Nc1ccc(C(=O)OC)cc1)C(=O)O (configuration not stated)
  3%, 13
> O=C(OCC(=O)N1CCOCC1)c1ccc(N2CCOCC2)c([N+](=O)[O-])c1
  11%, 12
> Cc1nc2ccccc2n1CC(O)Cn1c(C(F)(F)F)nc2ccccc21 (configuration not stated)
  ?, ·
> Clc1ccc(OCc2cn3ccccc3n2)c2ncccc12
  17%, -11

Profiles, quoted from the list. Order of values: Lipid storage S3 | Lipid storage S3 cell count max
Entry for `Cc1nc2ccccc2n1CC(O)Cn1c(C(F)(F)F)nc2ccccc21` (configuration not stated) = ? | ·
Entry for `Cc1ccccc1/C=N/NC(=O)c1cccnc1` = ? | ·
Entry for `O=C(OCC(=O)N1CCOCC1)c1ccc(N2CCOCC2)c([N+](=O)[O-])c1` = 11% | 12
Entry for `O=C(/C=C/c1ccc2c(c1)OCO2)Nc1nc2ccccc2s1` = 6% | 17
Entry for `CCCC(CCC(=O)Nc1ccc(C(=O)OC)cc1)C(=O)O` (configuration not stated) = 3% | 13

(cont.)
The line under a structure holds: Lipid storage S3, Lipid storage S3 cell count max
> Clc1ccc(Sc2cc(Cl)c(-c3ccccc3)nn2)cc1
  ?, ·
> COc1ccc(CN(Cc2cccn2C)S(=O)(=O)c2ccc(F)cc2)cc1
  14%, 8
> NC(=O)Nc1ccc(C(=O)OCC(=O)NC2CCCCC2)cc1
  -5%, 4
> C=CCn1c(SCC(=O)N(C)c2c(N)n(Cc3ccccc3)c(=O)[nH]c2=O)nnc1-c1ccccc1OC
  -2%, 2
> CC(=O)C1=C(C)NC(=O)CC1c1ccccc1Cl (configuration not stated)
  ?, ·
> O=C(c1ccccc1)N1CCCCC(S(=O)(=O)c2ccccc2)C1=O (configuration not stated)
  -1%, ·
> CCNC(=O)c1cccc(NC(=O)C2CC(=O)N(CCc3ccccc3)C2)c1 (configuration not stated)
  ?, ·
> Cc1cccc(NC(=O)c2nc[nH]c2C(=O)N2CCc3ccccc3C2)c1
  ?, ·
> COC(=O)c1ccccc1NC(=O)NCC1CCCO1 (configuration not stated)
  ?, ·
> CCC(=O)Nc1ccccc1N1CCN(c2ccc(F)cc2)CC1
  5%, 15
> Cc1cc(NCCCN2CCOCC2)n2nc(C)c(-c3ccccc3)c2n1
  ?, ·
> COc1cc(-n2ccnc2SC)c(Cl)cc1Cl
  7%, 4
> COc1ccc(C(=O)N2CCC(O)(c3ccc(F)cc3)CC2)cc1OC
  ?, ·
> COc1cc(/C=C2/C(=O)NN(c3cccc(Cl)c3)C2=O)cc(OC)c1O
  -20%, -6
> O=C(CCCCCn1c(=S)[nH]c2ccc(N3CCOCC3)cc2c1=O)NCCc1ccccc1
  -1%, -6
> Cc1ncc(CSc2nnnn2-c2ccccc2)c(N)n1
  i, -2
> COc1cccc(NC(=O)Nc2nnc(CC(=O)NCc3ccccc3)s2)c1
  ?, ·
> O=C(O)c1ccc(Nc2nc(-c3ccc([N+](=O)[O-])cc3)nc3ccccc23)cc1
  ?, ·
> COC(=O)c1c(NC(=O)C2CCCCC2C(=O)O)sc2c1CCCCC2 (configuration not stated)
  ?, ·
> O=c1c(F)cn(C2CCCO2)c(=O)n1Cc1ccc(Cl)cc1 (configuration not stated)
  7%, -8
> CCSc1nnc(NC(=O)Cc2ccc(OC)cc2)s1
  2%, ·
> COc1cccc(C(=O)N2CCN(Cc3ccccc3C(F)(F)F)CC2)c1
  25%, -16
> CCOC(=O)C1CCCN(Cc2cn(C)nc2-c2ccc3c(c2)OCCO3)C1 (configuration not stated)
  -6%, 5
> CC(C)N=C(NC#N)SCC(=O)NC(C)(C)C
  -6%, 1
> CCOc1ccc(NC(=S)C(C#N)=C2N(C)c3ccccc3N2C)cc1
  -1%, -11
> O=C1C=C(NCCN2CCOCC2)CC(c2ccccc2)C1 (configuration not stated)
  27%, -2
> CCOC(=O)C1=C(CNCc2ccc(C)cc2)NC(=O)NC1c1ccc(OC)cc1 (configuration not stated)
  ?, ·
> O=S(=O)(c1ccc(Br)s1)N1CCN(CCOc2ccccc2)CC1
  ?, ·
> CN(CC(=O)Nc1cccc(F)c1)C(=O)Cc1n[nH]c(=O)c2ccccc12
  ?, ·
> Cc1cc(NC(=O)c2ccc(Cl)cc2)cc(C)c1OCC(=O)N1CCOCC1
  ?, ·
> Cc1oc(/N=C/c2ccc(F)cc2)c(C#N)c1C
  ?, ·
> CCOC(=O)c1c(C)[nH]c(C(=O)CN2C(=O)NC(C)(c3ccc(C)cc3)C2=O)c1C (configuration not stated)
  ?, ·
> O=C(c1cc2c(s1)CCCC2)n1cccn1
  ?, ·

A portion of the library; the hit share may differ from the screen's.
